# SRC1 inh: SRC1 coactivator transcriptional activity inhibitors, primary screen, cell-based, luminescence. HEK293 GAL4-SRC1 luciferase reporter. inhibition, % at 3.6 µM. hit rate 0.12% among 360,000. AID 588354, 2011;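 active = inhibition above the campaign mean plus 3 SD, with each screening campaign given its own cutoff, cut at about 60% in these data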;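 also: 0% = DMSO treated cells and 100% = gossypol at 36 µM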
# TROY NFkB inh: inhibitors of TROY-driven NF-kB signaling, primary screen, Q293 LMP1-TROYcd cells, NF-kB luciferase, uHTS | Q293 LMP1-TROYcd NF-kB luciferase reporter, 4 h | inhibition, % at 10 µM | hit rate 0.98% among 360,000;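 active = compounds whose plate-normalised and pattern-corrected inhibition of the luciferase reporter signal at the single screening dose is 50% or more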
# TRAIL sens C8: viability loss with TRAIL in NB7+C8 cells, primary screen, TRAIL sensitizer project, cell-based, ATPlite luminescence | hit rate 1% among 360,000 | inhibition (viability loss, TRAIL sensitization), % at 10 µM;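 active = compounds causing at least 50% loss of cell viability in the single-dose screen, relative to plate controls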
# SRC2 inh: inhibition of GAL4-SRC2 driven luciferase reporter, primary screen, SRC2 inhibitor project, cell-based, luminescence; Nuclear receptor coactivator 2 (Homo sapiens), Q15596; HEK293 GAL4-SRC2 luciferase reporter; AID 651957, 2012; hit rate 0.17% among 370,000; inhibition, % at 9 µM;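 active = inhibition above the mean inhibition of all tested compounds plus 3 SD, set per campaign, cut at about 52% in these data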;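 also: 0% = DMSO treated cells and 100% = cells given Gossypol at 36 µM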
# NR2F2 inh: NR2F2 transcriptional activity inhibitors, primary screen, cell-based, luciferase reporter, HEK293T, luminescence. COUP transcription factor 2 (Homo sapiens), P24468. HEK293T NGFI-A luciferase reporter. inhibition, % at 8.6 µM. hit rate 0.7% among 370,000. AID 686940, 2013;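 active = inhibition above a per-plate cutoff, mean inhibition of test wells between control levels plus 3 SD, cut at about 38% in these data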;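 also: cells cotransfected with COUP-TFII expression vector driving the NGFI-A reporter; 0% = median of COUP-TF2 test wells and 100% = reporter-only cells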
# SRC3 inh: SRC3 coactivator transcriptional activity inhibitors, primary screen, cell-based, luminescence. inhibition, % at 3.6 µM. AID 588352, 2011. hit rate 0.17% among 360,000. HEK293 GAL4-SRC3 luciferase reporter;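 active = inhibition above a per-campaign cutoff, the mean of all compounds plus 3 SD, cut at about 60% in these data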;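 also: 0% = DMSO-treated cells and 100% = gossypol-treated cells at 36 µM; higher means less SRC3-driven luciferase light from the GAL4 reporter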
# NOD2 RIPK2 PPI: NOD2-RIPK2 binding disruptors in cells, primary screen, fluorescence, CHO cells, BLA complementation | Receptor-interacting serine/threonine-protein kinase 2 (Homo sapiens), O43353 | CCF4 ratio | inhibition, % at 4.98 µM | hit rate 0.38% among 360,000 | AID 624267, 2012; in the data active = inhibition above about 21%;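 also: 0% = vehicle only and 100% = reference blocker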
# Target sequence (O43353 whole entry, looked up): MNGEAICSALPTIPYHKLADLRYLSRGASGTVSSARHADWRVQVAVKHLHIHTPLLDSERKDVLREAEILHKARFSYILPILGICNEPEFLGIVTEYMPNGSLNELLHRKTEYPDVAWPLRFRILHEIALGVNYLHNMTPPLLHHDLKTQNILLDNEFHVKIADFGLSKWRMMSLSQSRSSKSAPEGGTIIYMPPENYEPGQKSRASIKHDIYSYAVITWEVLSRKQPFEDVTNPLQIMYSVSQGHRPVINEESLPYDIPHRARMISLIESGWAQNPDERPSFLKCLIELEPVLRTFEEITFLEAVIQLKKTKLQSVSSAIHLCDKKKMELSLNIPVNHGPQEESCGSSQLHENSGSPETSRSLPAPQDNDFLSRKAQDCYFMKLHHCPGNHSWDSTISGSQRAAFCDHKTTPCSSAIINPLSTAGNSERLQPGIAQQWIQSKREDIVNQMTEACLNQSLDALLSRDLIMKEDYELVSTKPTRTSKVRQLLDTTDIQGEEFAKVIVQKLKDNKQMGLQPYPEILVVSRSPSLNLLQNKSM
# LRH-1 inv ag: LRH-1 (NR5A2) inverse agonists, primary screen, cell-based, luminescence, HEK293T, StAR-luciferase reporter; inhibition, % at 3.6 µM; LRH-1 transfected, 24 h; Nuclear receptor subfamily 5 group A member 2 (Homo sapiens), O00482; hit rate 0.13% among 360,000; AID 602396, 2012;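 active = inhibition above the mean inhibition of all tested compounds plus 3 SD, cut at about 73% in these data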;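 also: 0% = DMSO wells and 100% = reporter-only cells lacking LRH-1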
# Target sequence (O00482 whole entry, looked up): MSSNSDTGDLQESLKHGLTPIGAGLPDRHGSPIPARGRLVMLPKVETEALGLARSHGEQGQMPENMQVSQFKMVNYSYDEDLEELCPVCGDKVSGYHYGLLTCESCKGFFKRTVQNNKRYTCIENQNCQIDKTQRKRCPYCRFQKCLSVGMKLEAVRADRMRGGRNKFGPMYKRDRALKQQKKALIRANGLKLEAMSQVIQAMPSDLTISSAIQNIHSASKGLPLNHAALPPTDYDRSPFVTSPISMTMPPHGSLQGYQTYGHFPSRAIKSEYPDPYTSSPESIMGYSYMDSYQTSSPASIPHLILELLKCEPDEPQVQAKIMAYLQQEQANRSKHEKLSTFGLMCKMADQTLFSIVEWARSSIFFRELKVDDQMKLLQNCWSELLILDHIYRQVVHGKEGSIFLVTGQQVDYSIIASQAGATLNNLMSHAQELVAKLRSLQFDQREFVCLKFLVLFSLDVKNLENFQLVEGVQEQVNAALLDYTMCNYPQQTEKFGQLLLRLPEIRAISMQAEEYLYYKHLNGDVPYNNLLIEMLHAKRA
# Vif imaging: HIV Vif self-association inhibitors, primary screen, imaging, HEK293T, single point. HEK293T cells, Vif self-association by quenched fluorescence, 24 h. inhibition, % at 7.49 µM. hit rate 0.35% among 340,000. AID 602346, 2012; in the data active = inhibition above about 50%, passing the limit was not always enough; also: some results filed as inactive read as strong as hits
# LMP1 NFkB inh: EBV LMP1-driven NF-kappaB luciferase reporter inhibitors, primary screen, cell-based, luminescence, single point. LMP1-induced NF-kappaB luciferase reporter cells. inhibition, % at 12.5 µM. hit rate 0.69% among 350,000. AID 504558, 2011; in the data active = inhibition above about 41%;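 also: 0% = neutral control wells and 100% = reference inhibitor control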
# TLR9-MyD88 block: inhibitors of TLR9-MyD88 association in cells, primary screen, cell-based, CHO, BLA complementation, fluorescence; inhibition, % at 4.98 µM; AID 504734, 2011; CCF4 FRET ratio; hit rate 0.21% among 340,000;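 active = inhibition above the mean over all tested compounds plus 3 SD, cut at about 21% in these data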;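 also: 0% = DMSO only wells and 100% = clavulanate BLA inhibitor control wells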
# * marks the source's active call; other numbers are inactive results; nt = not tested or not shown. The list is partial, so the mix of outcomes need not match the whole.
(1) COC(=O)[C@H](C)N(Cc1ccc(Cl)c(Cl)c1)S(=O)(=O)CCN1CCN(c2ccccc2)CC1
(2) COc1ccc(OC)c(C2=C[N+](=O)C(C)(C)C(C)(C)N2[O-])c1
(3) O=C1NC(=O)c2cc(NC(=O)C3COc4ccccc4O3)ccc21 (stereo not drawn)
(4) CCOC(=O)N1CCN(S(=O)(=O)N2CCCC(C(=O)NCCc3ccccc3)C2)CC1 (stereo not drawn)
(5) COC/C=C/C1=CC2=CC(=O)C(C)(OC(=O)c3cnc4ccccc4n3)C(=O)C2=CN1CC1CC1 (stereo not drawn)
(6) O/N=C(/CN(O)/C=C1/C=CC=N1)c1cccs1
(7) O=C1C=CC(=O)C(CNc2ccc(C(=O)OCc3ccccc3)cc2)=C1
(8) O=C1NC2(CCCCC2)C(=O)N1CCN1C(=O)c2ccccc2C1=O

Screen / compound no.	1	2	3	4	5	6	7	8
SRC1 inh	-7	15	-19	1	-17	22	-75	-9
TROY NFkB inh	22	-1	-19	2	3	-14	41	9
TRAIL sens C8	4	-3	-20	-3	15	2	91*	-3
SRC2 inh	-14	-6	-12	13	nt	-11	67*	-38
NR2F2 inh	-14	11	-7	4	nt	-20	12	-4
SRC3 inh	-10	-2	9	14	1	11	-15	-1
NOD2 RIPK2 PPI	0	0	0	4	3	-19	-7	-8
LRH-1 inv ag	17	-3	10	7	16	5	-42	-6
Vif imaging	10	8	nt	8	nt	4	-17	0
LMP1 NFkB inh	-1	1	10	-5	-2	1	-12	5
TLR9-MyD88 block	-12	-5	-6	2	-5	-1	-9	-9

(9) O=C(CCS(=O)(=O)c1ccc(Cl)cc1)Nc1nnc(-c2ccco2)o1
(10) Cn1cnnc1SCC(=O)Nc1ccc(Cl)cn1
(11) CN(CC(=O)O/N=C(\N)c1ccccn1)S(=O)(=O)c1cc(Cl)ccc1Cl
(12) COc1ccc(OC)c(C2CC(=O)c3c([nH]c(C(=O)OCC4CCCO4)c3C)C2)c1 (stereo not drawn)
(13) COc1cccc(-c2cccc(NC(=O)C3CCN(Cc4ccon4)CC3)c2)c1
(14) CC(C)c1nnc(NC(=O)CCC(=O)NC2CCCCCCC2)s1
(15) NC[C@H]1O[C@H](O[C@H]2[C@H](O)[C@@H](O[C@H]3O[C@H](CO)[C@@H](O)[C@H](N)[C@H]3O)[C@H](N)C[C@@H]2N)[C@H](N)C[C@@H]1O
(16) CC(=O)C(Cc1cnc(Cl)s1)(Cc1cnc(Cl)s1)C(C)=O

Screen / compound no.	9	10	11	12	13	14	15	16
SRC1 inh	-16	-57	-4	-7	-4	-12	-11	-8
TROY NFkB inh	-12	-4	5	10	2	-4	0	4
TRAIL sens C8	1	-3	-3	23	-22	-8	-6	16
SRC2 inh	-12	-4	-10	-18	0	3	nt	-15
NR2F2 inh	6	-13	1	-5	1	5	nt	5
SRC3 inh	9	-1	1	3	9	-9	7	-6
NOD2 RIPK2 PPI	-11	7	-4	9	5	5	-1	5
LRH-1 inv ag	3	2	-8	-12	10	15	13	10
Vif imaging	-5	3	3	-9	-9	nt	-2	14
LMP1 NFkB inh	5	10	0	2	-5	-1	-6	-1
TLR9-MyD88 block	-1	6	-13	-2	-7	4	-13	-6

(17) COc1ccccc1NC(=O)CCCc1nc(-c2ccc(OC)c(OC)c2)no1
(18) O=C(c1oc(=O)c2ccccc2c1-c1ccccc1)N1CCN(C2CCCCC2)CC1
(19) O=C(OC1CCOC1=O)c1cc(Cl)ccc1[N+](=O)[O-] (stereo not drawn)
(20) O=C(O)CCCN1C(=O)C2C3CCC(C3)C2C1=O (stereo not drawn)
(21) CCS(=O)(=O)c1ccc(O)c(NC(=O)Nc2cccc3ccccc23)c1
(22) NS(=O)(=O)c1ccc(-c2ccc(C=O)o2)cc1
(23) O=C(Nc1cccnc1)c1ccc2nc(-c3ccccc3)c(-c3ccccc3)nc2c1
(24) O=C(CCCSc1ccc(Cl)cc1)Nc1cc(S(=O)(=O)N2CCOCC2)ccc1O

Screen / compound no.	17	18	19	20	21	22	23	24
SRC1 inh	-77	7	-2	-2	-2	-10	0	-12
TROY NFkB inh	-4	2	-5	-1	-1	-21	36	25
TRAIL sens C8	-17	10	-3	9	5	-9	38	-9
SRC2 inh	5	-8	17	-8	-19	-6	9	-4
NR2F2 inh	1	-14	2	-11	2	7	19	-3
SRC3 inh	-2	-12	1	-19	5	21	-1	-1
NOD2 RIPK2 PPI	-7	0	-5	4	1	-18	3	0
LRH-1 inv ag	-1	-15	9	-12	18	-8	-9	8
Vif imaging	-4	-3	-7	5	4	-3	-3	-8
LMP1 NFkB inh	-2	1	-7	-3	6	1	-5	-9
TLR9-MyD88 block	-3	-9	0	10	7	nt	0	10

(25) O=C(NCC(F)(F)F)Nc1ncccn1
(26) COc1ccc(S(=O)(=O)N2CCOC23CCN(S(=O)(=O)c2ccccc2)CC3)cc1
(27) CCCCCOc1ccccc1C(=O)NCC(=O)O
(28) CC1CCN(S(=O)(=O)c2ccc3c(ccn3CCC(=O)NC(C)C)c2)CC1
(29) Cc1ccc(C(=O)NCC(=O)OC(C)C(=O)Nc2ccc(N(C)C)cc2)s1 (stereo not drawn)
(30) COc1cc(NC(=O)CSc2nc(C)c(C)c(C)n2)cc(OC)c1
(31) C=CCOC(=O)C1=C[C@@H](c2csc3ccccc23)[C@H](CCCO)[C@@H](OCC)O1
(32) COc1ccc(NC(=O)/C=C/c2ccccc2)cn1

Screen / compound no.	25	26	27	28	29	30	31	32
SRC1 inh	2	-4	-7	1	-10	-6	-3	-86
TROY NFkB inh	-10	15	17	14	1	9	8	-32
TRAIL sens C8	1	-8	-11	39	-5	-7	4	33
SRC2 inh	-33	-19	-16	-18	-13	-32	1	-27
NR2F2 inh	-17	-8	-2	1	10	8	6	-30
SRC3 inh	-7	-57	13	3	-11	18	4	-59
NOD2 RIPK2 PPI	-6	-7	1	-6	2	-1	-2	-1
LRH-1 inv ag	-17	14	4	-7	-1	2	6	-175
Vif imaging	-5	2	2	0	-19	-12	6	-18
LMP1 NFkB inh	-4	2	3	nt	0	-14	-1	-11
TLR9-MyD88 block	1	1	-1	2	-5	2	0	3

(33) COc1ccc(-c2nc(CS(=O)CC(=O)NC3CCCc4ccccc43)c(C)o2)cc1OC (stereo not drawn)
(34) COc1ccc(CCNC(=O)c2cc(C(=O)c3cc(C)ccc3O)cn(CCc3ccc(OC)cc3)c2=O)cc1
(35) O=C(Nc1ccccc1C(=O)N1CCCCCC1)c1ccc(F)cc1
(36) COc1ccc(Cc2nnc(NC(=O)c3ccccc3)s2)cc1OC
(37) CC(C)(C#N)Nc1ccccc1
(38) Cc1ccc(S(=O)(=O)Nc2ccccc2CNc2c(C)n(C)n(-c3ccccc3)c2=O)cc1
(39) CC(C)[C@@H]1NC(=O)c2cc([N+](=O)[O-])cc(I)c2OCC[C@@H](C(N)=O)NC(=O)[C@H](CCC(=O)O)NC1=O
(40) CCn1ccnc1C(O)c1ccc(N(C)C)cc1 (stereo not drawn)

Screen / compound no.	33	34	35	36	37	38	39	40
SRC1 inh	5	-11	-13	-20	8	-13	14	-29
TROY NFkB inh	6	33	-3	3	4	25	-12	-42
TRAIL sens C8	1	-17	-6	-3	-7	-16	-12	-2
SRC2 inh	4	-9	-11	-12	20	15	2	-9
NR2F2 inh	2	11	15	6	-7	-9	8	-10
SRC3 inh	-3	3	8	17	10	22	13	-16
NOD2 RIPK2 PPI	27*	-11	-5	3	-9	-5	-12	1
LRH-1 inv ag	15	31	5	1	8	9	8	-20
Vif imaging	6	1	nt	-2	8	0	-2	-9
LMP1 NFkB inh	3	-1	2	12	3	-2	0	-5
TLR9-MyD88 block	-4	-5	-2	-18	-1	1	6	2

# Copied from above: nos. 1 to 7
(1) COC(=O)[C@H](C)N(Cc1ccc(Cl)c(Cl)c1)S(=O)(=O)CCN1CCN(c2ccccc2)CC1
(2) COc1ccc(OC)c(C2=C[N+](=O)C(C)(C)C(C)(C)N2[O-])c1
(3) O=C1NC(=O)c2cc(NC(=O)C3COc4ccccc4O3)ccc21 (stereo not drawn)
(4) CCOC(=O)N1CCN(S(=O)(=O)N2CCCC(C(=O)NCCc3ccccc3)C2)CC1 (stereo not drawn)
(5) COC/C=C/C1=CC2=CC(=O)C(C)(OC(=O)c3cnc4ccccc4n3)C(=O)C2=CN1CC1CC1 (stereo not drawn)
(6) O/N=C(/CN(O)/C=C1/C=CC=N1)c1cccs1
(7) O=C1C=CC(=O)C(CNc2ccc(C(=O)OCc3ccccc3)cc2)=C1

Screen / compound no.	1	2	3	4	5	6	7
SRC1 inh	-7	15	-19	1	-17	22	-75
TROY NFkB inh	22	-1	-19	2	3	-14	41
TRAIL sens C8	4	-3	-20	-3	15	2	91*
SRC2 inh	-14	-6	-12	13	nt	-11	67*
NR2F2 inh	-14	11	-7	4	nt	-20	12
SRC3 inh	-10	-2	9	14	1	11	-15
NOD2 RIPK2 PPI	0	0	0	4	3	-19	-7
LRH-1 inv ag	17	-3	10	7	16	5	-42
Vif imaging	10	8	nt	8	nt	4	-17
LMP1 NFkB inh	-1	1	10	-5	-2	1	-12
TLR9-MyD88 block	-12	-5	-6	2	-5	-1	-9

# The list continues.
(41) COc1ccc(-n2nnc3c(=O)n(CC(=O)N4CCCCC4)cnc32)cc1
(42) CC(C)(C)c1ccccc1OCCN1CCCC1
(43) COc1ccc(Cl)cc1N(CC(=O)NC(C(C)C)C(C)C)S(C)(=O)=O
(44) CCOC(=O)C1=C(Nc2ccc(OC)cc2)C(N)=NC1=N
(45) O=C(c1ccco1)N1CCN(C(=O)C2Cc3ccccc3CN2S(=O)(=O)c2ccc(F)cc2)CC1 (stereo not drawn)
(46) CSCCC(NC(=O)COc1ccccc1)C(=O)Nc1ccc(C)cc1 (stereo not drawn)
(47) O=C1OCC2=C1C(c1ccccc1)CC(=O)N2c1ccccc1 (stereo not drawn)
(48) CN(C)CCC(C(=O)c1ccccc1)c1cccnc1 (stereo not drawn)

Screen / compound no.	41	42	43	44	45	46	47	48
SRC1 inh	9	-2	5	-78	-1	9	-8	-3
TROY NFkB inh	3	-15	1	-29	8	3	-5	18
TRAIL sens C8	23	21	-1	1	-11	0	-3	-4
SRC2 inh	0	9	-21	-44	10	2	14	-25
NR2F2 inh	4	-11	-18	-29	-3	-5	16	-6
SRC3 inh	-10	21	4	-94	8	-3	5	-16
NOD2 RIPK2 PPI	-5	-4	-5	0	-1	0	-1	8
LRH-1 inv ag	1	-10	3	-96	0	-3	12	-8
Vif imaging	24	13	1	11	4	-18	5	-1
LMP1 NFkB inh	3	-12	-9	-2	-3	1	4	-19
TLR9-MyD88 block	-8	3	-14	8	4	-3	-13	0
